HIV peptide binding = cell-free HIV fusion peptide-binding blockers – biochemical, uHTS, fluorescence dequenching, primary screen (AID 1986); 0.3% of 290,000 active; cell-free peptide binding, fluorescence dequenching, 30 min; higher % means a stronger effect; inhibition, % at 20 µM; hits with a dose series show IC50 in µM; in the data active = inhibition mostly above about 52%, no sharp cut-off; inactive = mostly below about 76%; note: some results filed as inactive read as strong as hits
GPR55 beta-arrestin = GPR55 agonists via beta-arrestin recruitment, primary screen, imaging, U2OS cells, beta-arrestin-GFP redistribution (AID 1961); one-dose activation, % at 10 µM; EC50 in µM for titrated hits; U2OS GPR55 beta-arrestin-GFP redistribution imaging; higher % means a stronger effect; 0.048% of 290,000 active;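 active = activation above 40% with more than 50 cells counted in the well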;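 note: U2OS osteosarcoma cells stably expressing GPR55 and beta-arrestin-GFP; plate controls were DMSO negative control for no effect and LPI positive control for full effect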
GPR55 LPI antagonism = GPR55 antagonists blocking LPI-driven arrestin recruitment, primary screen, imaging, U2OS, beta-arrestin-GFP, LPI agonist (AID 2013); 0.13% of 290,000 active; U2OS GPR55 beta-arrestin-GFP translocation imaging, LPI antagonism; higher % means a stronger effect; one-dose inhibition, % at 10 µM; IC50 in µM for titrated hits;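 active = spots per cell inhibited over 60%, with over 100 cells counted and total cytoplasm intensity under 500,000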;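 note: U2OS cells stably carrying GPR55 and arrestin-GFP stimulated by 5 µM LPI near EC80; imaged beta-arrestin-GFP aggregate spots per cell after agonist stimulation; plate controls were LPI-stimulated DMSO wells for no effect and DMSO wells without LPI for full effect; some results filed as inactive read as strong as hits; confirmed hits need IC50 under 10 µM and bright autofluorescent wells are also inconclusive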
HEK293 NOD2/NF-kB = inhibition of NOD2-driven NF-kB reporter – cell-based, luminescence, uHTS, HEK293 (AID 1566). inhibition, % at 4 µM; hits with a dose series show EC50 in µM. 0.63% of 290,000 active. HEK293 NOD2/NF-kB luciferase reporter, luminescence; higher % means a stronger effect; note: many of its hits are not listed in these tables
MgcRacGAP inhibition = MgcRacGAP GTPase-activating activity inhibitors, confirmation, biochemical, ADP Hunter fluorescence. MgcRacGAP-stimulated Rac1 GTP hydrolysis, ADP Hunter fluorescence; higher % means a stronger effect; GST-tagged Rac1 F28L mutant substrate. inhibition, % at 30 µM, or IC50 in µM where a hit was titrated. 0.6% of 340,000 active;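 active = first-screen hits whose inhibition reached a set limit at any dose in the follow-up dose series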;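 note: fluorescence reports GDP produced by GAP-driven GTP hydrolysis; strong numbers were not always called active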
KOR beta-arrestin-1 = kappa opioid receptor blockers – cell-based, luminescence, uHTS (AID 1778) | KOR beta-arrestin recruitment, luminescence, antagonist mode; higher % means a stronger effect | 0.091% of 290,000 active | inhibition, % at 10 µM, or IC50 in µM where a hit was titrated; note: strong numbers were not always called active
KOR beta-arrestin-2 = kappa opioid receptor activators – cell-based, luminescence, uHTS, primary screen (AID 1777); KOR beta-arrestin recruitment, luminescence; higher % means a stronger effect; activation, % at 10 µM; hits with a dose series show EC50 in µM; 0.02% of 280,000 active; in the data active = activation above about 50%, passing the limit was not always enough; note: a part of the inactive calls stands beside numbers as strong as those of hits
Large T inhibition = SV40 large T antigen inhibitors, biochemical (AID 1903). 0.39% of 310,000 active. SV40 large T antigen ATPase/helicase inhibition assay; higher % means a stronger effect. inhibition, % at 20 µM; hits with a dose series show IC50 in µM; in the data active = a potency from the dose series; note: strong numbers were not always called active
NOD1 inhibition = NOD1 signaling inhibitors, primary screen, cell-based, luminescence, uHTS (AID 1578); NOD1-driven NF-kB luciferase reporter cells, luminescence; higher % means a stronger effect; inhibition, % at 4 µM, or EC50 in µM where a hit was titrated; 1% of 290,000 active; in the data active = inhibition mostly above about 36%, no sharp cut-off; inactive = mostly below about 34%;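 note: HEK-293T reporter cells stimulated with the NOD1 agonist gamma-tri-DAP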
The depositor's hits bear a star; x = not tested or not shown; [ ] = dose if it differs, or a comment. Cut-off read from the data, not from the text of the source, unless noted: active = inhibition above about 50%; inactive = the rest. The list is partial; count on the stated rates, not on these rows.

no.	Molecule	HIV peptide binding	GPR55 beta-arrestin	GPR55 LPI antagonism	HEK293 NOD2/NF-kB	MgcRacGAP inhibition	KOR beta-arrestin-1	KOR beta-arrestin-2	Large T inhibition	NOD1 inhibition
1	c1ccc2c(CSCCc3ccncc3)cccc2c1	-1.2%	-0.1%	-18%	3%	-1%	15%	-1.1%	-6%	15%
2	O=C(/C=C/c1ccccc1)Nc1scc(-c2ccccc2)c1C(=O)O	15%	0.1%	-9%	-158%	12%	-9%	-5.0%	23%	-30%
3	COc1ccccc1-c1ccc(SCC(=O)Nc2cc(C)on2)nn1	-1.7%	0.1%	11%	10%	9%	24%	-6.9%	28%	-22%
4	COc1cc2c(C(=O)N3CCN(c4ccccc4)CC3)c(C)oc2cc1Br	1.4%	0.0%	16%	11%	16%	25%	-3.7%	4%	8%
5	CC(=O)NC1=NC(=O)/C(=C/c2cc(C)n(-c3ccc(NC(C)=O)cc3)c2C)S1	17%	-0.4%	4%	-26%	8%	-48%	7.3%	15%	27%
6	O=C(NCCCCCCNC(=O)OCCO)OCCO	-1.0%	-0.4%	-2%	10%	-1%	6%	-5.9%	0%	-19%
7	CN1CCN(c2ccc(CNS(=O)(=O)c3ccccc3)cc2)CC1	0.7%	1.0%	7%	-9%	2%	4%	-1.1%	-3%	-12%
8	CCOc1ccc(N(CC(=O)Nc2ccc(C)c(C)c2)S(C)(=O)=O)cc1	-0.8%	0.2%	1%	-37%	4%	-12%	-0.3%	2%	-58%
9	CC(C)(C)c1ccc(NC(=O)CC2(C(F)(F)F)OCCO2)cc1	3.0%	0.2%	10%	-40%	0%	22%	-0.3%	14%	-38%
10	O=C(NCc1ccccc1)C(c1ccccc1F)N(C(=O)c1csnn1)C1CCCC1 (configuration not stated)	0.3%	0.0%	5%	-1%	1%	23%	0.4%	6%	-22%
11	O=C1C=C(NCC2CCCO2)C2(CCCCC2)O1 (configuration not stated)	1.0%	-0.1%	25%	18%	12%	-8%	0.8%	5%	14%
12	Nc1n[nH]c2c1C1(CCCCC1)Cc1ccccc1-2	17%	-0.2%	-21%	10%	6%	-35%	-4.3%	-3%	20%
13	O=C(Cc1ccc([N+](=O)[O-])cc1)N1N=C2CCCCC2C1(O)C(F)(F)F (configuration not stated)	-0.7%	0.1%	-13%	-10%	x	-32%	5.5%	-1%	3%
14	N#Cc1cccc(NC(=O)CC2CCCC2)c1	-2.8%	0.8%	8%	-34%	4%	16%	-4.1%	2%	6%
15	Cc1nc2ccc(Br)cc2c2c1CC(CBr)O2 (configuration not stated)	0.6%	-0.2%	-6%	12%	13%	0%	-4.3%	11%	-19%
16	COc1ccc(NC(=O)COC(=O)C23CC4CC(CC(Cl)(C4)C2)C3)c(OC)c1	-1.3%	0.3%	10%	11%	10%	-7%	-3.1%	7%	-23%
17	COc1ccccc1NC(=O)c1c(N=Cc2cccc([N+](=O)[O-])c2)cnn1C	-2.7%	-0.1%	11%	9%	x	-2%	32%	4%	0%
18	O=C(CCCN1C(=O)/C(=C/c2ccccc2Cl)SC1=S)N1CCOCC1	-2.5%	-0.1%	20%	10%	7%	27%	-6.8%	21%	30%
19	Cc1ccc2nc(-c3cccs3)oc(=O)c2c1	0.6%	-0.5%	17%	6%	0%	14%	-4.8%	7%	-34%
20	CCOC(=O)[C@H]1[C@H]2COc3cc(OC)ccc3[C@@H]2N2C(=O)N(c3ccc(Br)cc3)C(=O)[C@@]12C	-1.5%	-0.1%	11%	2%	6%	-31%[20 µM]	8.9%	17%	-10%

Profiles, quoted from the list.
Profile of `Nc1n[nH]c2c1C1(CCCCC1)Cc1ccccc1-2` = HIV peptide binding: 17%; GPR55 beta-arrestin: -0.2%; GPR55 LPI antagonism: -21%; HEK293 NOD2/NF-kB: 10%; MgcRacGAP inhibition: 6%; KOR beta-arrestin-1: -35%; KOR beta-arrestin-2: -4.3%; Large T inhibition: -3%; NOD1 inhibition: 20%
Profile of `CCOc1ccc(N(CC(=O)Nc2ccc(C)c(C)c2)S(C)(=O)=O)cc1` = HIV peptide binding: -0.8%; GPR55 beta-arrestin: 0.2%; GPR55 LPI antagonism: 1%; HEK293 NOD2/NF-kB: -37%; MgcRacGAP inhibition: 4%; KOR beta-arrestin-1: -12%; KOR beta-arrestin-2: -0.3%; Large T inhibition: 2%; NOD1 inhibition: -58%

Continuation.
no.	Molecule	HIV peptide binding	GPR55 beta-arrestin	GPR55 LPI antagonism	HEK293 NOD2/NF-kB	MgcRacGAP inhibition	KOR beta-arrestin-1	KOR beta-arrestin-2	Large T inhibition	NOD1 inhibition
21	O=C(NCc1ccco1)c1ccc([N+](=O)[O-])cc1Cl	0.5%	-0.1%	4%	-9%	-1%	-27%[20 µM]	-3.1%	12%	-48%
22	CCN(CC)CCCN1C(=O)c2oc3ccccc3c(=O)c2C1c1cccs1 (configuration not stated)	8.4%	-0.1%	17%	-22%	x	-22%	1.3%	3%	-11%
23	COC(=O)CCC(C)N1CCC(Oc2ccc(C(=O)NCc3ccccn3)cc2)CC1 (configuration not stated)	0.0%	-0.2%	3%	2%	9%	-1%	1.3%	x	-40%
24	CC(=O)c1cccc(NC(=O)CCc2nnc3ccc(NCc4ccco4)nn23)c1	4.0%	0.2%	-12%	14%	11%	-80%	0.1%	8%	18%
25	O=C(CCl)N=c1sccn1Cc1cccc2ccccc12	-0.4%	-0.1%	-14%	x	6%	-53%	2.2%	3%	x
26	O=C(Nc1ccc(Br)cc1)c1ccc(N2C(=O)C3CC=CCC3C2=O)cc1 (configuration not stated)	13%	-0.1%	-2%	16%	1%	-1%	7.4%	4%	-26%
27	Cc1ccc(CNS(=O)(=O)c2ccc3c(c2)C(C)(C)C(=O)N3C)cc1	-0.5%	-0.3%	8%	4%	10%	-4%[20 µM]	-3.1%	x	-24%
28	COc1ccc(OC)c(C2C(C(=O)O)c3ccccc3C(=O)N2C)c1 (configuration not stated)	-0.7%	0.0%	14%	6%	7%	39%	-1.1%	18%	9%
29	CS/C(=N\S(=O)(=O)c1ccc(Cl)cc1)c1ccccc1	2.7%	-0.2%	20%	24%	2%	-26%	-0.1%	10%	2%
30	CCCN1C(=O)CSC1=Nc1ccccc1	-0.6%	-0.1%	-7%	-3%	9%	-31%[20 µM]	x	x	-29%
31	COc1cc(C(=O)NNC(=S)NC(=O)c2ccc3c(c2)OCO3)cc(OC)c1OC	0.6%	0.3%	-4%	-26%	x	27%	5.7%	17%	-4%
32	Cc1cc(C)c(C#N)c(SCC(=O)c2cc(C)n(CCc3ccccc3)c2C)n1	4.6%	-0.1%	-12%	16%	5%	-1%	5.9%	3%	30%
33	CCN(C(=S)Nc1cccc(C)c1)c1ccccc1	-0.7%	0.3%	8%	-11%	8%	-28%	-0.6%	3%	16%
34	Cn1c(C(=O)O)ccc1S(=O)(=O)N(Cc1ccccc1)Cc1ccccc1	0.9%	0.2%	1%	5%	-3%	10%	5.2%	2%	-5%
35	O=C(Nc1ccccc1C(=O)N1CCOCC1)c1cc2ccccc2o1	-0.9%	-0.1%	5%	10%	11%	-22%	0.6%	14%	-17%
36	CC(C)CCN1CCN(Cc2ccsc2)CC1CCO (configuration not stated)	0.6%	0.5%	-4%	-14%	-2%	-10%	-2.0%	1%	-37%
37	CCN(CC)S(=O)(=O)c1ccc(NC(=O)C2COc3ccccc3O2)cc1 (configuration not stated)	4.4%	0.5%	-1%	-11%	8%	-8%	-2.1%	1%	-2%
38	Cc1ccc(C)c(C(=O)CN2C3=NCCCN3c3ccccc32)c1	-3.8%	-0.1%	18%	25%	-1%	-10%	6.7%	5%	1%
39	CCCn1ncc2c(Nc3ccc(C)c(C)c3)ncnc21	0.1%	-0.1%	0%	-20%	8%	-34%	-3.0%	7%	-18%
40	COc1cccc(C(=O)N/N=C(\C)c2ccc(NC(=O)Cc3ccccc3)cc2)c1OC	-1.5%	-0.1%	9%	8%	10%	0%	1.2%	14%	-20%
41	COc1ccc(Nc2cc(C)nc(-n3nc(C)cc3C)n2)cc1	-1.6%	-0.1%	-24%	-27%	-2%	-118%	2.4%	-3%	-26%
42	COc1cc(Cl)cc(C(=O)O)c1OCC(=O)O	0.2%	0.1%	-1%	5%	8%	13%	x	21%	-22%
43	CCc1cccc(NC(=O)C2CCN(S(=O)(=O)c3cccs3)CC2)c1	1.2%	0.6%	1%	13%	-7%	-15%	1.7%	13%	-6%
44	COc1ccc(-c2cc(C(=O)OC(C)C(=O)Nc3c(C)n(C)n(-c4ccccc4)c3=O)c3ccccc3n2)cc1 (configuration not stated)	-0.6%	-0.1%	9%	-8%	5%	9%	-2.2%	-1%	-37%
45	Cc1ccc(CN2CCN(/N=C\C(Br)=C\c3ccccc3)CC2)cc1	-1.1%	-0.2%	8%	-17%	12%	-2%	4.8%	23%	-20%
46	C/C(N)=C(/C#N)C(=O)CSc1nc2ccccc2c(=O)n1-c1ccc(C)c(Cl)c1	-0.8%	-0.3%	8%	10%	6%	8%	-0.6%	9%	-33%
47	O=C(N/N=C/c1ccccc1O)c1ccc2c(c1)OCO2	-3.6%	-0.1%	2%	-18%	10%	-18%	-5.1%	-7%	-6%
48	Cc1ccc(N(C(C)C(=O)O)S(=O)(=O)c2c(C)[nH]c(=O)[nH]c2=O)cc1 (configuration not stated)	-0.9%	0.3%	8%	2%	5%	-37%	8.6%	4%	-1%
49	C/C=C(\C)C(=O)NCCN1C2=NC[C@@H](C)N2C[C@@H]1Cc1ccc(OC)cc1	-0.1%	0.3%	11%	19%	7%	2%	-1.3%	5%	-10%
50	O=C(CSCc1ccccc1)N/N=C/c1cc2c(cc1Br)OCO2	1.0%	-0.1%	12%	15%	-1%	-35%	4.0%	12%	28%
51	CCCc1[nH]nc2c1C(c1ccccc1OC)C(C#N)=C(N)O2 (configuration not stated)	-2.2%	0.2%	18%	14%	-5%	14%	-2.5%	17%	7%
52	CC1CCCC(NC(=O)COC(=O)Cc2ccsc2)C1C (configuration not stated)	-2.0%	0.6%	-6%	5%	2%	-3%	1.0%	8%	-16%
53	COc1ccc(C(=O)N/C(=C\c2ccccc2)C(=O)N2CCOCC2)cc1	0.8%	-0.2%	4%	2%	7%	-4%	-3.2%	11%	-8%
54	O=C(Cn1nnc(-c2ccccc2F)n1)Nc1ccc2c(c1)OCCO2	2.3%	0.3%	-2%	-17%	9%	-59%	6.5%	5%	-31%
55	CN(CC(=O)Nc1ccc(Cl)c(C(F)(F)F)c1)C(=O)c1cccnc1Sc1ccccc1	0.5%	0.0%	4%	-2%	1%	36%	-2.1%	5%	-20%
56	CCn1nccc1C(=O)Nc1nccs1	-1.0%	0.2%	0%	1%	6%	-5%	-3.0%	8%	6%
57	CCOC(=O)C1CCN(C(=O)CCNS(=O)(=O)c2ccc3c(c2)CCN3C(=O)CC)CC1	0.4%	-0.1%	13%	11%	8%	24%	2.2%	9%	11%
58	CCCC(CCC(=O)Nc1ccc(S(N)(=O)=O)cc1)C(=O)O (configuration not stated)	0.1%	0.0%	11%	7%	-1%	-28%	2.1%	11%	-24%
59	CSc1nsc(SCC(=O)N2CCCc3ccccc32)n1	-0.6%	-0.1%	9%	3%	14%	22%	2.6%	13%	-18%

High-throughput results (PubChem BioAssay)
